b-catenin transl: modulators of beta-catenin nuclear translocation, primary screen, imaging, HeLa cells, immunofluorescence, high-content; nuclear translocation activity, % at 5 µM; 190,000 tested, 0.3% active;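 active = nuclear translocation activity above 50% at 5 µM, with a well cell count of 50 or more; inconclusive = wells under 50 cells across six images, flagged as toxic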;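 also: per-cell ratio of nuclear to cytoplasmic median beta-catenin stain intensity; plate controls were DMSO negative control for no effect and GSK-3 inhibitor IX positive control for full effect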
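Test system: human HeLa cells, endogenous beta-catenin. Times: 24 h compound exposure, 37°C. Measured by: beta-catenin immunofluorescence imaging with DAPI.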
RSV antiviral HEp-2: RSV antiviral activity via CPE protection, HEp-2 cells, primary 10 µM value included (AID 2391); HEp-2 cells, RSV-induced CPE inhibition; higher % means a stronger effect; one-dose CPE inhibition, % at 10 µM; IC50 in µM for titrated hits; 310,000 tested, 0.13% active; in the data active = a potency from the dose series; inconclusive = CPE inhibition mostly from about 23% at the one dose, without a potency; inactive = the rest, 99 in 100 with CPE inhibition below about 21%; also: strong numbers were not always called active
WT yeast gro inh: growth inhibition of WT strain, primary screen, mitochondrial fusion inhibitor project, WT and mutant strains, chemical genetic; mitochondrial fusion phenotypic screen; 190,000 tested, 2.1% active; AID 1362, 2008; inhibition, % at 10 µM; in the data active = inhibition above about 58%; tested in S. cerevisiae
Myeloid diff 2: induction of myeloid progenitor differentiation, primary screen, cell-based, flow cytometry, MLPCN library. ER-HoxA9 myeloid progenitors, lysozyme-GFP differentiation. calls only at 10 µM. 360,000 tested, 1% active;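 active = normalized GFP-positive differentiation at or above the plate's own cutoff, the solvent-only control mean plus 3 SD; inconclusive = no clear call, values can overlap the other calls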;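 also: cells exposed to compound for four days before flow analysis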
West Nile virus CPE: West Nile virus antiviral activity, cell-based, CPE readout (AID 1621). West Nile virus-infected cells, CPE inhibition; higher % means a stronger effect. one-dose CPE inhibition, % at 10 µM; IC50 in µM for titrated hits. 290,000 tested, 0.02% active; in the data active = a potency from the dose series; inconclusive = CPE inhibition mostly from about 3.7% at the one dose, without a potency; inactive = the rest, 99 in 100 with CPE inhibition below about 2.2%; also: strong numbers were not always called active
PhoP inhibition: inhibitors of PhoP regulon expression, primary screen, Salmonella Typhimurium, GFP reporter (AID 1863). S. Typhimurium PhoP-regulated promoter GFP reporter, 4 h; higher % means a stronger effect. inhibition, % at 50 µM, or IC50 in µM where a hit was titrated. 300,000 tested, 0.16% active;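 active = inhibition over 29.93%, a cutoff 3 SD above the screen mean, later confirmed by dose response; inconclusive = inhibition over 29.93% but no dose response follow-up; inactive = inhibition at most 29.93% or unconfirmed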;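 also: 0% = low Mg2+ inducing control and 100% = high Mg2+ repressing control; strong numbers were not always called active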
T cell HTS: modulators of CD8 T cell-vesicle binding, primary screen, mouse 2C CD8+ T cells, flow cytometry | 2C CD8+ T cell-vesicle binding; stronger effect = lower value | calls only at 7 µM | 330,000 tested, 0.068% active;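 active = response, share of CD8 T cells binding vesicles, and their 90th percentile fluorescence all below set limits, cut at about 80% in these data, passing the limit was not always enough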
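Read-out – percent CD8+ FL2 mean versus row control · System – murine 2C transgenic CD8+ T lymphocytes · Times – 1.5 h cell–vesicle binding at 37 °C, then 20 min icy labelling · Control set – naked vesicles low, QL9 vesicles with vehicle high · Detection – cytometric PE anti-B7-1 and Alexa647 anti-CD8 signals after 1% paraformaldehyde fixation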
SV40 large T antigen: SV40 large T antigen inhibitors, biochemical (AID 1903); SV40 large T antigen ATPase/helicase inhibition assay; higher % means a stronger effect; inhibition, % at 20 µM; hits with a dose series show IC50 in µM; 310,000 tested, 0.39% active; in the data active = a potency from the dose series; inconclusive = inhibition mostly from about 32% at the one dose, without a potency; inactive = the rest, 99 in 100 with inhibition below about 32%; also: strong numbers were not always called active
Rac1 GTP hydrolysis: MgcRacGAP GTPase-activating activity inhibitors, confirmation, biochemical, ADP Hunter fluorescence; one-dose inhibition, % at 30 µM; IC50 in µM for titrated hits; AID 624330, 2012; 340,000 tested, 0.6% active; MgcRacGAP-stimulated Rac1 GTP hydrolysis, ADP Hunter fluorescence; higher % means a stronger effect; GST-tagged Rac1 F28L mutant substrate;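 active = first-screen hits whose inhibition reached a set limit at any dose in the follow-up dose series; inconclusive = inhibition above the set first-screen limit but never retested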;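 also: fluorescence reports GDP produced by GAP-driven GTP hydrolysis; strong numbers were not always called active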
WT yeast gro inh mutant strain: second read-out of WT yeast gro inh, no call of its own (marks repeat the call); inhibition, %; mitochondrial fusion phenotypic screen, mutant strain inhibition
b-catenin transl cell count 5 µM: further read-out of b-catenin transl, marked with its call; cell count; measured here: cell count, cytotoxicity flag
T cell HTS vesicle-bound %: also measured in T cell HTS; calls as there; double positive events, %; measured here: CD8+ vesicle-bound cell fraction;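 binding gate set so that unloaded-vesicle control wells show 10% double positive cells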
Myeloid diff 2 GFP+ MAC1+ %: recorded beside Myeloid diff 2, whose call it bears; GFP+ MAC1+ double positive, %; measured here: differentiation confirmed by MAC1 staining
Active calls of the source: *; i = inactive; ? = inconclusive; nt = not tested or not shown.

SMILES	b-catenin transl	b-catenin transl cell count 5 µM	RSV antiviral HEp-2	WT yeast gro inh	WT yeast gro inh mutant strain	Myeloid diff 2	Myeloid diff 2 GFP+ MAC1+ %	West Nile virus CPE	PhoP inhibition	T cell HTS	T cell HTS vesicle-bound %	SV40 large T antigen	Rac1 GTP hydrolysis
COc1ccccc1OCCNC(=O)c1cccc(S(=O)(=O)N2CC(C)OC(C)C2)c1 (centres undefined)	nt	nt	3.5%	nt	nt	i	0.0	0.5%	-5%	i	33	8%	3%
COc1ccc(Nc2nc(-c3ccncc3)nc3ccccc23)cc1	nt	nt	15%	nt	nt	i	0.5	-0.3%	-2%	i	46	4%	9%
Cc1cccn2c(=O)c(C=O)c(N3CC(C)OC(C)C3)nc12 (centres undefined)	1.0	995	1.5%	8	-6	i	0.1	-0.6%	-11%	i	58	25%	6%
CN1CCC(OC(=O)c2cccc(Br)c2)CC1	4.5	1126	0.1%	-13	10	i	1.0	-0.3%	-7%	i	14	6%	2%
COc1ccc(C(C(=O)NC2CCCC2)N(Cc2cccnc2)C(=O)Cc2cccs2)cc1OC (centres undefined)	nt	nt	-0.1%	nt	nt	i	0.9	-0.7%	-6%	i	35	1%	3%
COc1ccccc1C(=O)NC(=O)CSc1cccc[n+]1[O-]	-1.0	1061	2.6%	-16	-14	i	0.4	1.3%	-3%	i	57	19%	-5%
CCOC(=O)C1=C(C)NC(C)=C(C(=O)OCC)C1C(=O)OCC(N)=O	1.2	1074	-0.6%	3	-5	i	0.2	0.0%	-6%	i	25	2%	5%
COc1cc(-c2nnc(NC(=O)c3ccc(S(=O)(=O)N4CCOCC4)cc3)o2)cc(OC)c1OC	-4.0	1032	2.7%	2	-1	nt	nt	-1.2%	-9%	i	60	15%	nt
COc1ccc(CNC(=O)C/C(C)=N/NC(=O)COc2ccccc2)cc1	-1.9	1052	0.0%	-3	-6	i	0.8	0.3%	-8%	i	35	7%	-1%
Cc1ccc(Nc2cc(C)nc(NCc3ccccc3)n2)cc1	-0.5	785	0.2%	65	79	i	0.0	-1.6%	?	i	60	0%	2%
C/C(Cl)=C\Cn1c(O)c(N=NC(N)=S)c2cc(Br)ccc21	-0.5	1079	9.4%	34	33	i	1.0	-0.6%	-1%	i	37	11%	15%
Fc1ccc(-c2cnc(-c3cccs3)o2)cc1	0.3	1276	14%	-2	-4	i	1.4	-0.3%	-5%	i	45	8%	7%
O=C(Nc1cccc(C(F)(F)F)c1)c1ccc(N2CCNCC2)c([N+](=O)[O-])c1	16	848	10%	-3	0	i	0.4	1.5%	3%	i	46	1%	nt
CN(C)/C=C(\C(=O)c1ccc(Cl)cc1)c1nnnn1-c1ccc(Cl)cc1	nt	nt	1.5%	-3	2	i	2.1	0.2%	7%	i	22	4%	0%
Cc1ccc(OCC(=O)N(C)CC(=O)Nc2ccccc2Cl)c([N+](=O)[O-])n1	nt	nt	1.3%	nt	nt	i	1.2	nt	nt	i	33	nt	1%
O=C(NCc1ccc(Cl)cc1)c1ncn[nH]1	-1.7	1123	-0.2%	-4	7	i	0.2	0.4%	-10%	i	50	0%	-6%
Oc1ccc(NC(=S)Nc2ccc(F)cc2)cc1	nt	nt	-0.5%	nt	nt	i	0.2	-0.4%	-3%	i	47	31%	68µM*
CC1(C)CC(C)(c2ccc(O)cc2O)N(c2cccc(Cl)c2)C(=S)N1 (centres undefined)	2.8	558	9.8%	-12	10	i	1.9	0.3%	-1%	i	46	20%	5%
O=C(N/N=C\c1cccc(OC(=O)c2ccco2)c1)c1ccc2c(c1)OCO2	nt	nt	0.1%	-17	-9	i	1.0	0.1%	-8%	i	6	38%	4%
O=C(Nc1nnc(-c2ccc(F)cc2)s1)C1CCN(S(=O)(=O)c2ccc(Cl)cc2)CC1	0.6	1062	1.9%	-5	-4	i	0.2	0.3%	0%	i	34	4%	-14%
CCN(C(=O)COC(=O)CNS(=O)(=O)c1ccccc1)c1ccccc1	-2.4	1088	4.7%	22	-2	i	0.1	-1.2%	-1%	i	11	1%	6%
CCOC(OCC)c1ccc(/C=C\c2nccc(N)n2)cc1	nt	nt	3.4%	nt	nt	i	0.0	-0.7%	0%	i	26	4%	3%
Cc1ccc(C(=O)O)cc1Nc1ncnc2sc3c(c12)CCC3	1.6	1322	-0.3%	nt	nt	i	0.3	0.0%	3%	i	26	1%	14%
CCCc1ccc(OCc2ccccc2)c2c(=O)cc(C(=O)OCC)oc12	0.3	1282	0.5%	nt	nt	i	0.6	0.1%	-7%	i	16	6%	0%
CCN(CC(=O)Nc1c(F)cccc1F)C(=O)C1CCN(C(=O)Nc2ccccc2)CC1	nt	nt	0.4%	nt	nt	i	0.2	nt	nt	i	37	nt	4%

Rac1 GTP hydrolysis: hit marks shown above
molecule | RSV antiviral HEp-2 | WT yeast gro inh mutant strain | Myeloid diff 2 GFP+ MAC1+ % | West Nile virus CPE | PhoP inhibition | T cell HTS | T cell HTS vesicle-bound % | SV40 large T antigen | Rac1 GTP hydrolysis
Oc1ccc(NC(=S)Nc2ccc(F)cc2)cc1 | -0.5% | nt | 0.2 | -0.4% | -3% | i | 47 | 31% | 68µM*

Later entries.
SMILES	b-catenin transl	b-catenin transl cell count 5 µM	RSV antiviral HEp-2	WT yeast gro inh	WT yeast gro inh mutant strain	Myeloid diff 2	Myeloid diff 2 GFP+ MAC1+ %	West Nile virus CPE	PhoP inhibition	T cell HTS	T cell HTS vesicle-bound %	SV40 large T antigen	Rac1 GTP hydrolysis
CC(=O)N1c2ccc(S(=O)(=O)N3CCCC(C(=O)NCc4ccc(Cl)cc4)C3)cc2CC1C (centres undefined)	nt	nt	-0.6%	nt	nt	i	0.8	-0.4%	-5%	i	12	nt	5%
COc1cccc(-n2nnc(S(=O)(=O)c3ccc(C)cc3)c2N)c1	1.1	1099	2.8%	19	0	i	0.1	-0.2%	13%	i	31	12%	12%
Cc1ccccc1CN(c1ccc(C(=O)Nc2cccnc2)cc1)S(C)(=O)=O	nt	nt	0.6%	-13	1	i	1.1	-1.2%	-14%	i	29	0%	10%
CCN1CCCC1CNC(=O)c1cc2c(OC)cccc2[nH]1 (centres undefined)	nt	nt	0.2%	nt	nt	i	0.7	-1.0%	-5%	i	40	6%	6%
Cc1ccc(OCCC(=O)OC(C)C(=O)Nc2ccc(Cl)cn2)cc1 (centres undefined)	nt	nt	-0.1%	nt	nt	i	0.9	nt	7%	i	40	2%	-1%
COc1cc(/C=N/NC(=O)c2ccc(CN3C(=O)c4cccc5cccc3c45)cc2)cc(OC)c1O	1.4	1320	10%	nt	nt	i	0.4	-0.1%	3%	i	23	18%	16%
NCCCn1c(C(=O)c2cc(Cl)c(N)c(Cl)c2)c2ccc([N+](=O)[O-])cc2[n+]1[O-]	nt	nt	-2.8%	nt	nt	?	nt	nt	nt	i	32	28%	7%
CN(C)C(/C=C/Nc1cccc([N+](=O)[O-])c1)=C(C#N)C#N	-0.7	1123	1.2%	-29	-10	i	0.1	0.4%	-1%	i	33	7%	2%
COc1ccc(NC(=O)CSc2nnc(Cc3cccn3C)n2-c2ccc(F)cc2)cc1OC	-1.4	1168	0.9%	8	-1	i	3.6	-0.8%	-5%	i	65	1%	3%
Cc1noc(C)c1COc1ccc(C(=O)OCC(=O)Nc2ccc(S(N)(=O)=O)cc2)cc1	nt	nt	1.3%	nt	nt	i	0.9	nt	nt	i	20	nt	3%
O=S(=O)(c1cccc2ccccc12)N1CCSC1	-5.9	1205	1.2%	-20	3	i	0.8	0.3%	11%	i	11	4%	14%
Cc1ccc(C23CC4CC(CC(C(N)=O)(C4)C2)C3)cc1	nt	nt	0.1%	nt	nt	i	0.6	-1.1%	2%	i	54	9%	10%
CCOc1ccc(S(=O)(=O)NC(C)(C)C)cc1-c1nc2c(C(C)(C)C)nn(C)c2c(=O)[nH]1	-6.0	1003	10%	10	-4	nt	nt	1.0%	-3%	i	7	7%	5%
Cn1c2ccccc2c(=O)c2c(=O)n(Cc3ccco3)c(-c3ccc(F)cc3)nc21	0.0	1311	?	nt	nt	i	0.4	0.3%	-2%	i	37	12%	11%
Cc1nn(C)c(C(=O)Nc2ccc(S(=O)(=O)NC34CC5CC(CC(C5)C3)C4)cc2)c1Br	-1.0	1052	12%	56	60	i	0.7	1.7%	10%	i	52	-2%	-2%
CCOC(=O)c1cc(=O)c2c([N+](=O)[O-])ccc(OC)c2o1	-4.3	592	1.3%	-17	-5	i	1.5	0.2%	-13%	i	8	8%	5%
COc1ccc(C(=O)NNC(=O)CSc2nnc(-c3ccc(O)cc3)n2C)cc1	-0.5	1059	-0.8%	-5	-14	i	0.8	-0.1%	8%	i	22	23%	-4%

A draw from above in order of length of the SMILES, descending.
SMILES	b-catenin transl	b-catenin transl cell count 5 µM	RSV antiviral HEp-2	WT yeast gro inh	WT yeast gro inh mutant strain	Myeloid diff 2	Myeloid diff 2 GFP+ MAC1+ %	West Nile virus CPE	PhoP inhibition	T cell HTS	T cell HTS vesicle-bound %	SV40 large T antigen	Rac1 GTP hydrolysis
CCOc1ccc(S(=O)(=O)NC(C)(C)C)cc1-c1nc2c(C(C)(C)C)nn(C)c2c(=O)[nH]1	-6.0	1003	10%	10	-4	nt	nt	1.0%	-3%	i	7	7%	5%
NCCCn1c(C(=O)c2cc(Cl)c(N)c(Cl)c2)c2ccc([N+](=O)[O-])cc2[n+]1[O-]	nt	nt	-2.8%	nt	nt	?	nt	nt	nt	i	32	28%	7%
Cc1nn(C)c(C(=O)Nc2ccc(S(=O)(=O)NC34CC5CC(CC(C5)C3)C4)cc2)c1Br	-1.0	1052	12%	56	60	i	0.7	1.7%	10%	i	52	-2%	-2%
COc1cccc(-n2nnc(S(=O)(=O)c3ccc(C)cc3)c2N)c1	1.1	1099	2.8%	19	0	i	0.1	-0.2%	13%	i	31	12%	12%
Cc1ccc(OCCC(=O)OC(C)C(=O)Nc2ccc(Cl)cn2)cc1 (centres undefined)	nt	nt	-0.1%	nt	nt	i	0.9	nt	7%	i	40	2%	-1%

Screening results as filed in PubChem BioAssay.
